Compound activity as filed in PubChem.
AP complement: alternative complement pathway inhibitors, primary screen, biochemical, ELISA, human serum, orthogonally pooled compounds | LPS-coated ELISA, C3 deposition; tested in compound mixtures | 0.08% of 62,000 active | inhibition, % at 5 µM;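 active means inhibition above 30% in each of the two pooled mixtures holding the compound, so the lower value exceeds 30%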;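 further: 0% = serum in Mg-EGTA without compound and 100% = EDTA serum blank; some compounds past the cut are filed as inactive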
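Medium: diluted human serum in Mg2+-EGTA GVB++. Assay system: human serum complement alternative pathway, C3 deposition onto LPS. Also added: Plate-bound LPS. Technique: Anti-C3 ELISA, OD 450 nm. Measure: percent inhibition. Incubation: 1 h at 37 °C. Dosing: 5 µM each compound, pools of ten, 50 µM per pool.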
Ecoli tolC: growth inhibitors of E. coli tolC mutant, primary screen, strain BW25113 ΔtolC::kan, 384-well; OD615; growth inhibition, % at 10 µM (by protocol); 2.2% of 65,000 active;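 active means growth inhibition at or above a cutoff equal to the mean over every tested compound plus 3 SD, cut at about 60% in these data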;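 further: growth measured after 20 h incubation at 37 °C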
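Test system: tolC-deleted E. coli BW25113 | Medium: LB with kanamycin 50 µg/mL | Compound dosing: Single concentration, 10 µM final per compound | Schedule: 37 °C, 20 h exposure | Measured by: OD at 615 nm | Evaluation: Percent growth inhibition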
Numbers without * were called inactive; & = joins results of further samples. Only part of the results is shown; the hit share may differ from the screen's.

`CC(=O)NC(NC(C)=O)c1ccc(Br)cc1` gave Ecoli tolC -16.2.
CCCCS(=O)(=O)NC1=NCN(CC)CN1 was read as Ecoli tolC -31.7.
CO/N=C(\C(=O)N[C@@H]1C(=O)N2C(C(=O)O)=C(COC(N)=O)CS[C@H]12)c1ccco1 was read as Ecoli tolC 15.5.
For O=C(O)CN(CCO)CCN(CC(=O)O)CC(=O)O the results were Ecoli tolC -12.9&-3.8.
For CCOC(=O)c1[nH]c(C(=O)O)c(CCC(=O)OC)c1C the results were Ecoli tolC 1.0.
For CS(=O)(=O)n1nc(C(=O)N2CCOCC2)nc1N the results were Ecoli tolC -7.6.
C#C[C@]1(O)CC[C@H]2[C@@H]3CCc4cc(OC)ccc4[C@H]3CC[C@@]21C was read as Ecoli tolC 13.2.
Screening O=C1OCc2cccc3cccc1c23 returned Ecoli tolC 2.6.
For CO[C@@]1(NC(=O)Cc2cccs2)C(=O)N2C(C(=O)O)=C(COC(N)=O)CS[C@@H]21 the results were Ecoli tolC 100.0*.
`NC(=O)c1cccnc1` gave Ecoli tolC -6.6.
Screening COCCCNc1c2c3c(cccc3[nH]c1=O)C(=O)c1ccccc1-2 returned AP complement -1.7.
Cc1ccc(C2CC(c3ccco3)n3ncnc3N2)cc1 (stereo not given) was read as AP complement 10.0.
Cc1cc(N2CCN(S(=O)(=O)c3ccc(Cl)cc3)CC2)c2ccccc2n1 was read as AP complement 13.4 and Ecoli tolC 36.7.
For CCOC(=O)Cn1c(-c2nonc2NC(=O)c2ccccc2F)nc2ccccc21 the results were AP complement 20.5 and Ecoli tolC 18.2.
CCCc1cc(=O)[nH]c(SCC(=O)NC2CCCCC2)n1 was read as AP complement 20.3 and Ecoli tolC 7.9.
Screening Cc1cccc(Cn2c(N(C)CCO)nc3c2c(=O)[nH]c(=O)n3C)c1 returned AP complement 7.5 and Ecoli tolC -6.9.
Screening COc1ccc(C2CC(c3ccccc3)Nc3ncnn32)cc1 (stereo not given) returned AP complement -5.8 and Ecoli tolC 20.8.
Screening COc1ccc(OC)c(NS(=O)(=O)c2ccc(NC(=O)C3COc4ccccc4O3)cc2)c1 (stereo not given) returned AP complement 8.9 and Ecoli tolC 18.0.
For COc1ccc(OC)c(C(=O)c2ccc(C(=O)O)cc2)c1 the results were AP complement 9.8 and Ecoli tolC 0.9.
For CCc1ccc(C2CC(c3ccccc3)n3ncnc3N2)cc1 (stereo not given) the results were AP complement 7.9 and Ecoli tolC 43.9.
Screening COCCNC(=O)COc1ccc(C)c(C)c1 returned AP complement 20.4 and Ecoli tolC 2.4.
`C=CCNC(=O)C1CC=CCC1C(=O)O` (stereo not given) gave AP complement 20.5 and Ecoli tolC -19.2.
`CN1CCN(CCC(=O)Nc2ccc(F)c(F)c2)CC1` gave AP complement -6.0 and Ecoli tolC 0.3.
Screening CCc1nc2c(c(=O)[nH]1)C1(CCCC1)Cc1ccccc1-2 returned AP complement 28.1 and Ecoli tolC -0.8.
`CCOC(=O)N1CCC(N2CCN(c3cc(C)ccc3C)CC2)CC1` gave AP complement 20.0 and Ecoli tolC -15.2.
c1ccc(OCc2nn3c(-c4ccccn4)nnc3s2)cc1 was read as AP complement 13.2 and Ecoli tolC -21.6.
For O=C1c2ccccc2C(=O)N1CCCC(=O)N1CCc2ccccc21 the results were AP complement 8.0 and Ecoli tolC -5.2.
Screening O=C(Nc1ccccn1)c1cccc(S(=O)(=O)N2CCCCC2)c1 returned AP complement 8.3 and Ecoli tolC -11.0.
COc1ccccc1N1CCN(Cc2ccc(OC)c3ccccc23)CC1 was read as AP complement -8.7 and Ecoli tolC 27.8.
For CCC(Sc1nc2ccccc2s1)C(=O)Nc1nnc(C)s1 (stereo not given) the results were AP complement 10.2 and Ecoli tolC 22.7.
`Cc1onc(-c2ccccc2)c1C(=O)N1CCc2ccccc21` gave AP complement 9.4 and Ecoli tolC 11.1.
`O=S(=O)(c1cccc(-c2nnc(-c3ccc(Br)cc3)o2)c1)N1CCCCCC1` gave AP complement 9.3 and Ecoli tolC -2.9.
Screening Cc1c(NC(=O)OCCSc2nc(N(C)C)nc(N(C)C)n2)sc(=S)n1C returned AP complement 13.8 and Ecoli tolC -2.1.
For O=C1NCC2=C1C(c1ccc(Br)cc1)Nc1ccccc1N2 (stereo not given) the results were AP complement 6.9 and Ecoli tolC 8.9.
Screening CCOC(=O)C1CCCN(C(=O)CC(C)c2ccccc2)C1 (stereo not given) returned AP complement 18.2 and Ecoli tolC 5.5.
CSc1nc2ccc(S(=O)(=O)NC3CCCCC3)cc2s1 was read as AP complement 15.1 and Ecoli tolC 15.8.
Screening N#Cc1cnc2sc3ccccc3n2c1=N returned AP complement 10.6 and Ecoli tolC 13.7.
`COc1ccc2c(C)c(C(=O)NCC(C)O)oc2c1OC` (stereo not given) gave AP complement -1.1 and Ecoli tolC -10.4.
For CCN1CCN(C(=O)Nc2cccc3ccccc23)CC1 the results were AP complement 23.1 and Ecoli tolC -16.6.
Screening CCCCCCOC(=O)Sc1nc2ccccc2o1 returned AP complement 12.4 and Ecoli tolC 9.3.

By substructure, the compounds so far containing fluorine
For CCOC(=O)Cn1c(-c2nonc2NC(=O)c2ccccc2F)nc2ccccc21 the results were AP complement 20.5 and Ecoli tolC 18.2.
`CN1CCN(CCC(=O)Nc2ccc(F)c(F)c2)CC1` gave AP complement -6.0 and Ecoli tolC 0.3.

The list continues:
Screening CCOC(=O)N1CCN(C(=O)CN(C2CCCCC2)S(=O)(=O)c2ccc(F)cc2)CC1 returned AP complement -6.9 and Ecoli tolC -0.6.
For COc1cc2c(cc1OC)CN(C(=O)C(C)(C)C)CC2 the results were AP complement 9.8 and Ecoli tolC -4.9.
CCCCOC(=O)C1C2C=CC3(CN(CCc4ccccc4)C(=O)C13)O2 (stereo not given) was read as AP complement 18.9 and Ecoli tolC -10.7.
Screening O=C(NCCSCc1ccco1)c1ccc(CN2CCOCC2)cc1 returned AP complement -5.8 and Ecoli tolC -4.0.
For COc1ccc(CCNC(=O)C2CC(=O)N(c3ccc(F)cc3)C2)cc1OC (stereo not given) the results were AP complement 6.3 and Ecoli tolC 3.8.
O=C(/C=C/N1CCOCC1)c1cc2ccccc2o1 was read as AP complement -0.8 and Ecoli tolC -5.6.
O=C(CC1(O)C(=O)Nc2ccccc21)c1ccc2c(c1)OCO2 (stereo not given) was read as AP complement 5.1 and Ecoli tolC -1.5.
CCOC(=O)c1c(NC(=O)c2cccs2)sc2c1CCCC2 was read as AP complement 10.4 and Ecoli tolC -17.2.
CN1CCN(C2CCCCCC2)CC1 was read as AP complement 18.4 and Ecoli tolC -20.0.
`c1cncc(CNc2nc(N3CCOCC3)nc(N3CCOCC3)n2)c1` gave AP complement 11.1 and Ecoli tolC 2.3.
`CCOC(=O)c1sc(NC(=O)CSc2nnc3c4ccccc4n(CC)c3n2)nc1C` gave AP complement 8.4 and Ecoli tolC 1.9.
Screening N=c1n(-c2ccccc2)c(O)cc(=O)n1-c1ccccc1 returned AP complement 18.4 and Ecoli tolC -5.1.
`COc1ccc(C(=O)c2c[nH]c3ccccc23)cc1` gave AP complement 2.7 and Ecoli tolC 1.1.
Screening CCCS(=O)(=O)N1CCN(C(=O)c2ccc(-c3ccccc3)cc2)CC1 returned AP complement 19.5 and Ecoli tolC -4.2.
For O=C(CSc1ccc(Cl)cc1)NC1CCCC1 the results were AP complement 13.8 and Ecoli tolC -2.4.
O=C(CP(=O)(c1ccccc1)c1ccccc1)Nn1cnnc1 was read as AP complement -4.8 and Ecoli tolC -11.9.
`COc1ccc(CN2CCN(C(=O)c3cc(OC)c(OC)c(OC)c3)CC2)cc1OC` gave AP complement 6.4 and Ecoli tolC -18.5.
Screening CCCc1nc(C)c(-c2ccc(OC)c(OC)c2)c(=O)[nH]1 returned AP complement 4.0 and Ecoli tolC -4.6.
For O=C1CC(N2CCOCC2)C(=O)N1c1cccc(Cl)c1 (stereo not given) the results were AP complement 7.8 and Ecoli tolC -6.5.
Screening CNC(=O)CN(c1ccc(C(C)C)cc1)S(C)(=O)=O returned AP complement 10.1 and Ecoli tolC -6.4.

Part of the list above in order of heavy-atom count, largest number first.
`COc1ccc(CN2CCN(C(=O)c3cc(OC)c(OC)c(OC)c3)CC2)cc1OC` gave AP complement 6.4 and Ecoli tolC -18.5.
Screening CCCS(=O)(=O)N1CCN(C(=O)c2ccc(-c3ccccc3)cc2)CC1 returned AP complement 19.5 and Ecoli tolC -4.2.
Screening CNC(=O)CN(c1ccc(C(C)C)cc1)S(C)(=O)=O returned AP complement 10.1 and Ecoli tolC -6.4.
For O=C(CSc1ccc(Cl)cc1)NC1CCCC1 the results were AP complement 13.8 and Ecoli tolC -2.4.

The main list resumes; the 4 compounds before the break are reprinted first.
`COc1ccc(CN2CCN(C(=O)c3cc(OC)c(OC)c(OC)c3)CC2)cc1OC` gave AP complement 6.4 and Ecoli tolC -18.5.
Screening CCCc1nc(C)c(-c2ccc(OC)c(OC)c2)c(=O)[nH]1 returned AP complement 4.0 and Ecoli tolC -4.6.
For O=C1CC(N2CCOCC2)C(=O)N1c1cccc(Cl)c1 (stereo not given) the results were AP complement 7.8 and Ecoli tolC -6.5.
Screening CNC(=O)CN(c1ccc(C(C)C)cc1)S(C)(=O)=O returned AP complement 10.1 and Ecoli tolC -6.4.
For CCCS(=O)(=O)N1CCN(C(=O)c2ccco2)CC1 the results were AP complement 20.1 and Ecoli tolC -6.1.
For CC(=O)Nc1c(Cl)n(C(C)=O)c2ccccc12 the results were AP complement 2.7 and Ecoli tolC -8.5.
For CCOC(=O)c1ccc(CNC(=O)CCC(=O)O)cc1 the results were AP complement 20.9 and Ecoli tolC -6.7.
Screening CCOC(=O)C1CCCCN1Cc1cc(Cl)ccc1O (stereo not given) returned AP complement 23.5 and Ecoli tolC 11.3.
CCO/C=N/c1c(C#N)c(CC#N)nn1-c1ccccc1 was read as AP complement 16.2 and Ecoli tolC -2.1.
Screening COc1ccc(C2C(C#N)=C(N)Oc3n[nH]c(C)c32)cc1CN1CCN(c2ccc(F)cc2)CC1 (stereo not given) returned AP complement 0.2 and Ecoli tolC 9.5.
`COc1ccc(-n2c3c(cc(C(=O)N4CCN(CCO)CC4)c2=O)C(=O)CC(C)(C)C3)cc1` gave AP complement 15.0 and Ecoli tolC -20.1.
Cc1cc(C)nc(NS(=O)(=O)c2ccc(NC(=O)c3cccs3)cc2)n1 was read as AP complement 11.5 and Ecoli tolC 1.2.
For COc1ccc(C(=O)n2nc(C)cc2C)cc1Br the results were AP complement 5.3 and Ecoli tolC 2.2.
Screening CC(=O)OC(C#CCN1CCOCC1)c1ccccc1 (stereo not given) returned AP complement -3.8 and Ecoli tolC -3.9.
Cc1nn(-c2ccccc2)c(-c2ccccc2)c1C(=O)O was read as AP complement 4.8 and Ecoli tolC -5.0.
Cn1ccnc1SC(=O)N1c2ccccc2Sc2ccccc21 was read as AP complement 13.1 and Ecoli tolC 20.5.
Screening CS(=O)(=O)N(CC(=O)NCC1CCCO1)c1ccc(Cl)c(Cl)c1 (stereo not given) returned AP complement 7.1 and Ecoli tolC -0.8.
C=CCc1c(C)nc(SCC(=C)C)[nH]c1=O was read as AP complement 2.2 and Ecoli tolC 19.4.
O=C(c1ccc(O)cc1)c1ccc(Cl)cc1 was read as AP complement 22.0 and Ecoli tolC 24.5.
`O=C(Nc1ccccc1Oc1ccccc1)c1ccc(Br)o1` gave AP complement -3.3 and Ecoli tolC 24.6.
Screening O=C(NCCCc1ccccc1)c1ccccc1O returned AP complement 4.5 and Ecoli tolC 66.6*.
O=C(O)CN(c1ccccc1F)S(=O)(=O)c1ccccc1 was read as AP complement 21.5 and Ecoli tolC -14.9.
`CCOc1ccc(Br)cc1/C=N/O` gave AP complement 20.4 and Ecoli tolC -3.4.
For O=C(NCc1ccco1)N1c2ccccc2Sc2ccccc21 the results were AP complement 12.2 and Ecoli tolC 21.6.
Cc1ccccc1C1CC(c2ccc(Br)cc2)Nc2nc(N)nn21 (stereo not given) was read as AP complement 15.2 and Ecoli tolC 28.7.
For CS(=O)(=O)N(CC(=O)N1CCCC1)c1ccc(Cl)c(Cl)c1 the results were AP complement 9.9 and Ecoli tolC -4.7.
`O=C(O)c1ccccc1C(=O)OCc1ccccc1` gave AP complement -2.8 and Ecoli tolC -9.6.
`CCc1nnc(NCn2nc(C)cc2C)s1` gave AP complement 10.1 and Ecoli tolC 1.6.
CCOC(=O)C1=C(C)NC(=O)NC1c1ccc(Br)s1 (stereo not given) was read as AP complement -0.1 and Ecoli tolC 17.5.
`O=C1c2ccccc2-c2c1cccc2C(=O)N1CCN(C(=O)c2ccco2)CC1` gave AP complement 14.9 and Ecoli tolC 0.1.
CC1(C)CC(=O)c2cc(C(=O)N3CCN(CCO)CC3)c(=O)n(-c3ccc(Cl)cc3)c2C1 was read as AP complement -4.3 and Ecoli tolC -5.6.
`O=S(=O)(c1ccc(Cl)c(Cl)c1)N1CCc2nc3ccccc3n2CC1` gave AP complement 13.7 and Ecoli tolC 1.6.
`CCOC(=O)c1cnc2ccc(Br)cc2c1NCCO` gave AP complement -8.4 and Ecoli tolC 1.8.
For CC(=O)NC1C(=O)N=C(SCc2ccccc2)NC1=O (stereo not given) the results were AP complement 16.7 and Ecoli tolC -11.8.
For O=C(c1cccs1)n1cc(C(=S)N2CCOCC2)c2ccccc21 the results were AP complement 2.0 and Ecoli tolC 10.8.
CCOc1ccc(C2CC(c3cccc(C)c3)n3ncnc3N2)cc1 (stereo not given) was read as AP complement -2.9 and Ecoli tolC 44.5.
